# FBW7 act – human FBW7 E3 ligase activation, primary screen; Q969H0; AID 1259310; AlphaScreen FBW7–phospho-cyclin E peptide binding, activator screen; 650,000 compounds, 0.13% hits; normalized activity (activation), % at 26.1 µM; in the data active means normalized activity above about 1.9%;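 further: purified mutant Fbw7 with reduced substrate affinity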
# MITF inh – human MITF inhibition, primary screen; O75030; AlphaScreen MITF homodimerization, bead proximity signal; inhibition, % at 2.6 µM; 650,000 compounds, 0.91% hits; AID 1259374; in the data active means inhibition above about 50%;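 further: 0% = vehicle wells with protein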
# Target sequence (O75030 whole entry, looked up): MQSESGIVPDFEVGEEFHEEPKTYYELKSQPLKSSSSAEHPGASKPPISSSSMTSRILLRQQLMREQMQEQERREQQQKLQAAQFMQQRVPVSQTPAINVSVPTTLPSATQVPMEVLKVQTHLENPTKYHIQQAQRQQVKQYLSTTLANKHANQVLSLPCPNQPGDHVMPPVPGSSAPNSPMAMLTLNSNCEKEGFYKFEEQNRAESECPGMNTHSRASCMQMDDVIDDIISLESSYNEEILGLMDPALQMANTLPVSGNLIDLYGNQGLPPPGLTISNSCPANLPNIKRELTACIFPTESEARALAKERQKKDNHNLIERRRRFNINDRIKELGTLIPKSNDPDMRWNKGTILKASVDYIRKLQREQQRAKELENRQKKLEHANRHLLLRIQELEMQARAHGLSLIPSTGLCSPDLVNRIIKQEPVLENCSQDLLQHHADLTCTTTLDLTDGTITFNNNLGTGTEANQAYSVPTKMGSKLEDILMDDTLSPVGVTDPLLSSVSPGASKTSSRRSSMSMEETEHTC
# GPR151 ag – activates the human receptor GPR151 | PathHunter beta-arrestin GPR151 cells, luminescence | activation, % at 11.2 µM | 650,000 compounds, 1% hits; in the data active means activation above about 4.9%;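 further: 0% = median of compound wells and 100% = cells with positive control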
# Target sequence (Q8TDV0 whole entry, looked up): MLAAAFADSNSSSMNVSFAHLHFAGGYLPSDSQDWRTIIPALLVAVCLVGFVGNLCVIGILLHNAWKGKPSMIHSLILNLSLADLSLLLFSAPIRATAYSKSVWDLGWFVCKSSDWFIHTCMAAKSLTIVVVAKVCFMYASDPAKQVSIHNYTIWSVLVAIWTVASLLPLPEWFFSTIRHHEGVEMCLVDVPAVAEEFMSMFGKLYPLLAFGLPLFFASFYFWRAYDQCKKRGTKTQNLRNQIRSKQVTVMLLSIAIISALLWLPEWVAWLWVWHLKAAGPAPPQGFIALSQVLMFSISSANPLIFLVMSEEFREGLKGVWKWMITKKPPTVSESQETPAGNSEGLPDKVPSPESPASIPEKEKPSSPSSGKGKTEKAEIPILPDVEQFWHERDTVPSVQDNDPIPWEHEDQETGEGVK
# TEAD-YAP inh – TEAD-YAP interaction inhibition; HEK-TIYL cells, TEAD-Gal4/YAP UAS-luciferase luminescence; inhibition, % at 9.12 µM; 640,000 compounds, 1.4% hits; AID 1259422; in the data active means inhibition above about 32%;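 further: 0% = median of test compound wells and 100% = reference inhibitor wells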
# * hit, by the source's call.
SMILES,FBW7 act,MITF inh,GPR151 ag,TEAD-YAP inh
Cc1ccc2nc3c(cc(C#N)c(=N)n3C(C)C)c(=O)n2c1,0.3,-6.7,1.1,6.0
COC(=O)C1=C(C(=O)c2ccccc2)C(c2cc(OC)ccc2OC)n2nnnc2N1 (stereo not given),0.6,3.2,0.1,-16.4
COc1ccc(CSc2nc3sc4c(c3c(=O)n2-c2ccccc2)CCC(C(C)(C)C)C4)cc1 (stereo not given),0.1,7.7,-0.3,1.9
CCOC(=O)N1CCN(C(=O)Cc2nc(-c3ccc(OC)cc3)no2)CC1,-0.1,2.8,4.1,10.5
Cn1c(N)c(S(=O)(=O)NCc2ccc3c(c2)OCO3)c(=O)n(C)c1=O,0.0,-0.7,1.4,-5.9
CCOCCn1c(=NC(=O)CCS(=O)(=O)c2ccccc2)sc2cccc(F)c21,-0.4,2.5,0.7,-10.4
Cc1ccc2nc(-c3ccc(NC(=O)C(C)(C)C)cc3)sc2c1,-0.1,2.1,1.3,26.4
O=C(O)/C=C\C(=O)Nc1cccc(O)c1,0.1,8.0,-0.1,7.2
COc1ccc(-c2oc(NC(=O)COC(C)=O)c(C#N)c2-c2ccc(OC)cc2)cc1,0.0,-10.0,0.1,26.4
CC1=NN(Cc2ccc(Cl)cc2Cl)C(=O)C1,-0.2,-3.5,0.5,14.6
COC(=O)C1=CN(C)C=C(C(=O)OC)C1c1cc2c(cc1Br)OCO2,0.0,-5.2,-1.1,7.3
CCOC(=O)C1=C(C)NC(=S)NC1c1c(OCC(=O)N2CCCCC2)ccc2ccccc12 (stereo not given),0.0,3.6,0.6,15.6
Cn1c(=O)[nH]c(N2CCCCCC2)c(Cc2ccc(C#N)cc2)c1=O,0.0,-5.8,-1.6,-3.5
Cc1[nH]n(-c2cccc(Cl)c2)c(=O)c1C=NCc1ccco1,-0.1,15.6,-2.0,-23.5
CCC(=O)N1c2ccccc2-c2nnc(SC)nc2OC1c1ccc(OC)c(Br)c1 (stereo not given),0.0,7.7,-1.1,-5.2
CNC(=O)c1cc2c(=O)n3cccc(C)c3nc2n1C,0.1,9.3,-0.3,-1.9
COc1ccc(Cc2nnc(NC(=O)Nc3ccc(C)c(C)c3)s2)cc1,-0.1,-2.7,0.5,4.2
COc1ccc2oc(=O)c(NC(=O)/C=C/c3cccc([N+](=O)[O-])c3)cc2c1,0.0,4.3,0.9,-10.2
CC1(C)CC(=O)C(C2C3=C(CC(C)(C)CC3=O)Oc3ccccc32)=C(O)C1 (stereo not given),0.0,8.7,-1.0,0.9
CC(C)(C)c1ccc(C(=O)N2CCN(c3ccc([N+](=O)[O-])c(NCc4ccccc4)c3)CC2)cc1,-0.1,-4.4,-0.2,-8.4
CC1CCc2c(sc3c2c(=O)n(-c2ccccc2)c2nnc(SCc4ccccc4)n32)C1 (stereo not given),0.0,9.7,0.4,6.6
CC(C)(C(N)=O)/[N+]([O-])=C\c1ccccc1,-0.1,-3.0,1.3,8.7
O=[N+]([O-])c1cccc(Cl)c1N1CCN(S(=O)(=O)c2ccc3ccccc3c2)CC1,-0.3,-21.3,2.3,-2.0
CC(C)=C1C(=O)NN(c2ccc(Cl)cc2)C1=O,0.0,-10.2,1.2,5.0
Nc1nc(NCCCN2CCCC2=O)cc(Nc2nccc3ccccc23)n1,-0.2,11.2,0.4,-1.9
CCC1N=C(SC)NC(C)=C1C(=O)c1ccccc1 (stereo not given),-0.1,-3.7,0.6,-7.5
CCCCNC(=O)C(=O)NCC(c1ccco1)N1CCN(c2ccccc2)CC1 (stereo not given),-0.1,8.5,0.8,3.8
C/C(=N\NC(=O)c1cccc(Cl)c1)C(C)(C)C,0.0,16.0,-1.2,-55.7
CN(CC(=O)Nc1ccc(C#N)cc1)S(=O)(=O)c1cc(Cl)ccc1Cl,0.1,9.3,1.0,-5.4
CC(Cc1ccccc1)NC(=O)c1ccc([N+](=O)[O-])cc1 (stereo not given),0.2,15.2,-2.6,-29.2

# Seven compounds already listed, sorted by length of the SMILES, lowest first:
SMILES,FBW7 act,MITF inh,GPR151 ag,TEAD-YAP inh
CCC1N=C(SC)NC(C)=C1C(=O)c1ccccc1 (stereo not given),-0.1,-3.7,0.6,-7.5
CC(C)=C1C(=O)NN(c2ccc(Cl)cc2)C1=O,0.0,-10.2,1.2,5.0
C/C(=N\NC(=O)c1cccc(Cl)c1)C(C)(C)C,0.0,16.0,-1.2,-55.7
CC(C)(C(N)=O)/[N+]([O-])=C\c1ccccc1,-0.1,-3.0,1.3,8.7
CC(Cc1ccccc1)NC(=O)c1ccc([N+](=O)[O-])cc1 (stereo not given),0.2,15.2,-2.6,-29.2
CCCCNC(=O)C(=O)NCC(c1ccco1)N1CCN(c2ccccc2)CC1 (stereo not given),-0.1,8.5,0.8,3.8
CN(CC(=O)Nc1ccc(C#N)cc1)S(=O)(=O)c1cc(Cl)ccc1Cl,0.1,9.3,1.0,-5.4

# (continued)
SMILES,FBW7 act,MITF inh,GPR151 ag,TEAD-YAP inh
COc1ccccc1N(CCCN1C(=O)c2cccc3cccc(c23)C1=O)C(=O)C(C)(C)C,0.0,-1.7,-0.5,2.3
CC(=O)NC(=S)Nc1ccccc1N1CCOCC1,-0.2,-13.4,1.5,3.9
CCn1c(SCC(=O)N2CCN(c3ccccc3)CC2)nnc1-c1ccc(N)cc1,0.1,-3.0,-0.4,-4.2
O=C(Nc1ccc(S(=O)(=O)N2CCCC2)cc1)c1ccccc1Cl,-0.1,-4.2,2.8,-6.6
CCC(CC)C(=O)Nc1ccc(N(C)C)cc1,0.0,9.2,2.0,4.5
O=C(O)CCC(=O)N1N=C(c2ccc(Br)cc2)CC1c1ccccc1O (stereo not given),0.4,0.1,-0.8,-2.5
O=C(O)COc1ccccc1C(Nc1ccccn1)c1cc(Cl)c2cccnc2c1O (stereo not given),-1.3,6.0,-0.2,-3.1
COCCn1nnnc1CN(CCCO)Cc1cc2cc3c(cc2[nH]c1=O)OCCO3,0.3,17.9,-0.8,3.4
COc1ccc([N+](=O)[O-])cc1N(CC(=O)N1CCOCC1)S(C)(=O)=O,0.0,10.0,0.3,9.0
COc1ccccc1-c1nnc(SCC(=O)N2CCCCC2)o1,0.1,9.7,-1.2,-21.8
CCOC(=O)C1=C(N)n2c(s/c(=C/c3ccccc3F)c2=O)=C(C(=O)OCC)C1c1ccccc1F (stereo not given),0.0,7.5,0.9,0.1
CCc1ccc(NC(=O)CN2C(=O)CC(C)(C)S(=O)(=O)c3ccccc32)cc1,0.0,12.2,0.5,1.6
COc1ccc(CNc2ccc(C(=O)N3CC4CC(C3)c3cccc(=O)n3C4)cc2[N+](=O)[O-])cc1 (stereo not given),-0.1,3.6,-1.6,-4.8
COc1ccc(CCNc2ccnc(Cl)n2)cc1,0.2,-5.9,0.3,9.0
O=C(CN(C(=O)c1csnn1)c1ccc(F)cc1)NC1CCCC1,0.0,-13.0,0.9,6.4
Cc1cccc(-n2sc3c(c2=S)-c2ccccc2NC3(C)C)c1C,0.5,17.2,2.0,6.5
COc1ccc(-c2nc(-c3cc(Br)ccc3OC)no2)cc1OC,0.4,-10.5,-0.4,-4.3
COc1ccc(NC(=O)C(=O)NNC(=O)c2cccs2)cc1,0.0,0.9,-7.6,-27.5
COC(C)CS(=O)(=O)c1ccc(C)c([N+](=O)[O-])c1 (stereo not given),-0.1,-2.2,-0.6,-4.6
CCOc1ccc(-c2nc(CSc3nc4c(c(=O)[nH]3)CCCC4)c(C)o2)cc1,0.3,3.8,2.4,-1.4
O=C(Nc1ccc(CN2CCOCC2)cc1)c1cc2ccccc2oc1=O,0.2,7.9,-0.7,19.2
COc1ccccc1-c1nc(-c2ccc(NC(=O)Cn3cc([N+](=O)[O-])cn3)cc2)no1,0.0,7.9,-0.6,0.1
O=C1NCCN(Cc2ccoc2)C1CC(=O)N1CCC(Oc2cccnc2)CC1 (stereo not given),0.4,6.4,-0.1,4.3
CCOC(=O)c1c(NC(=O)c2ccccc2F)sc(C(=O)Nc2cccc(Cl)c2C)c1C,0.1,11.7,0.8,0.2
NC(=O)c1ccc(NC(=O)CCl)cc1,-0.1,1.6,-1.8,-0.2
FC(F)(F)c1ccc(C2C=C(c3cccs3)Nc3ncnn32)cc1 (stereo not given),-0.1,16.3,3.0,3.1
Cc1[nH]nc2c1C(c1cc(Br)c(O)c(Br)c1)C(C#N)=C(N)O2 (stereo not given),0.2,11.0,0.1,4.0
COc1ccc(Cn2c(CCC(=O)Nc3ccc(C)cc3)nc3cccnc32)cc1,0.0,5.9,0.7,0.8
CCCCCCCC(=O)Nc1ccc(C(=O)Nc2ccc(O)cc2)cc1,-0.1,15.7,-1.3,25.6
O=C(NCc1ccccc1)C(c1ccco1)N(C(=O)c1ccccn1)c1ccccc1 (stereo not given),0.5,0.1,0.4,-0.3
CCCCC(C(=O)OCC(=O)c1ccccc1)N1C(=O)c2ccccc2C1=O (stereo not given),0.1,16.5,0.6,3.9
Cc1ccc(N2C(=O)NC(=O)/C(=C/c3coc4ccccc4c3=O)C2=O)cc1,-0.2,1.4,0.6,-6.5
CCOC(=O)c1ccc(CN(Cc2ccc(F)cc2)S(=O)(=O)c2ccc([N+](=O)[O-])cc2)cc1,0.1,29.7,1.4,7.7
COc1ccccc1NC(=O)C(C)NS(=O)(=O)c1ccc(F)cc1 (stereo not given),0.1,12.2,2.7,3.5
O=C1C2CC=CCC2C(=O)N1Cc1ccco1 (stereo not given),-0.1,-9.6,0.1,2.1
CC(=O)Nc1nc(C)c(-c2csc(Nc3ccc(Br)cc3)n2)s1,-0.1,-2.4,1.2,-2.5
CN(C)CCN1C(=O)C(=O)/C(=C(\O)c2ccccc2)C1c1cccc(F)c1 (stereo not given),0.8,4.8,-1.2,-4.8
COc1ccc(C2/C(=C(\O)c3ccccc3)C(=O)C(=O)N2c2cccc(Cl)c2)cc1 (stereo not given),0.2,3.4,4.0,9.3
NC(=O)c1cccc(N=Cc2c[nH]c3ccccc23)c1,0.0,-7.4,0.7,15.3
CCn1c(SCC(=O)Nc2ccc([N+](=O)[O-])cc2)nnc1-c1ccc(O)cc1,0.5,4.3,0.2,49.8*
CN1C(=O)[C@H]2CN(C(=O)c3ccc(F)cc3)CCN2C(=O)[C@@H]1CO,0.1,10.4,0.0,0.3
CC1(c2ccccc2)NC(=O)N(CC(=O)c2ccc(F)c(F)c2)C1=O (stereo not given),0.0,5.6,-1.5,-1.9
O=C1CCCC2=C1C(c1ccc(OCc3ccc(C(=O)O)cc3)cc1)C1=C(CCCC1=O)O2,0.0,0.9,0.8,13.9
c1ccc(-c2nc3c([nH]2)CCc2nonc2-3)cc1,0.3,19.6,-2.6,-5.0
Cc1cc(Cl)ccc1C(=O)C1CCCN(C(=O)/C=C/c2cnc[nH]2)C1 (stereo not given),-0.1,8.7,2.7,13.0
CC(=O)Nc1ccc(S(=O)(=O)N2CCN(c3ccc([N+](=O)[O-])cc3)CC2)cc1,-0.3,2.0,2.0,-0.4
NC(=O)C1(N2CCCCC2)CCN(C2CC(=O)N(c3ccc(Br)cc3)C2=O)CC1 (stereo not given),0.3,8.3,-0.2,-3.8
CCOC(=O)c1cccc(NC(=O)/C=C/c2ccccc2)c1,0.0,8.2,5.5*,-21.6
Cc1nc2c(cc(OCc3c(C)noc3C)c3ccsc32)s1,0.6,14.8,1.1,-3.9
O=C1c2nccnc2C(=O)N1c1ccccc1C(F)(F)F,0.4,13.5,-1.3,-6.2
# Further compounds follow.
SMILES,FBW7 act,MITF inh,GPR151 ag,TEAD-YAP inh
CC(C)OC(=O)c1ccc(Cl)c([N+](=O)[O-])c1,-0.3,-10.9,-0.6,4.2
S=C(NCCCN1CCOCC1)Nc1ccc(-c2nnc3n2CCCCC3)cc1,0.0,10.6,1.9,1.2
Cc1cc(C)cc(NC(=O)Cn2c(-c3nnc(C)o3)cc3ccccc32)c1,-0.1,2.9,-1.2,3.4
COc1ccc(CCC(=O)Nc2cccc(N3CCCC3=O)c2)cc1,0.8,16.9,0.0,-7.6
Cc1cc(OCC(=O)NNC(=O)/C=C\c2ccc(Cl)cc2)cc(C)c1Cl,-0.1,14.1,-0.3,10.6
CCOC(=O)/C=C1\NC(C)(C)CC12C=CC(=O)c1ccccc12 (stereo not given),-0.1,-6.5,1.3,0.6
CSc1ccccc1C(=O)Nc1ccc2cn[nH]c2c1,0.2,-3.3,-1.7,-26.1
O=C(Nc1cccc(NC(=O)c2cccs2)c1)c1ccc([N+](=O)[O-])cc1,0.2,-3.6,-1.1,-7.3
Cc1cccc(OCC(=O)Nc2cccc(NC(=O)c3ccco3)c2)c1,-0.1,12.5,-0.7,-4.9
COc1cccc(C2=NC(c3ccc(Br)cc3)NC(c3cc(Br)ccc3O)C2)c1 (stereo not given),-0.1,-0.3,2.6,0.9
Cc1noc(C)c1C(=O)Nc1ccc(Oc2ccc(Cl)cc2)cc1,0.0,16.2,-0.7,18.5
O=C1N(CN2CCN(c3ccccn3)CC2)c2ccccc2C12OCCCO2,0.1,0.2,-0.2,-7.4
CCC(C)(C)NC(=O)C(c1ccccn1)N(C(=O)c1csnn1)c1ccccc1Cl (stereo not given),0.2,26.3,0.2,4.5
COc1ccccc1CNC(=O)CSc1ccccc1,-0.1,3.7,0.3,-29.7
COC(=O)c1ccc(/C=C/C(=O)c2cccnc2)cc1,0.1,1.6,1.9,0.9
OCCCNc1nc(-c2ccccc2)c2cc(Br)ccc2n1,0.4,19.3,-0.2,0.4
COC(=O)c1c(NC(=O)c2ccc(Cl)cc2Cl)sc2c1CCN(C(C)C)C2,0.3,-8.0,1.2,-1.6
O=C(NCCN1CCOCC1)Nc1ccccc1,-0.3,-3.6,1.0,-10.4
COc1cc(NC(=O)c2c(-c3ccccc3)nn(-c3ccccc3)c2C)cc([N+](=O)[O-])c1,0.1,-6.3,-0.7,-12.2
